KOR beta-arrestin-1: kappa opioid receptor activators – cell-based, luminescence, uHTS, primary screen (AID 1777); KOR beta-arrestin recruitment, luminescence; higher % means a stronger effect; one-dose activation, % at 10 µM; EC50 in µM for titrated hits; 280,000 tested, 0.02% active; in the data active means activation above about 50%, passing the limit was not always enough; further: a part of the inactive calls stands beside numbers as strong as those of hits
T cell HTS: T cell immune modulators affecting CD8 T cell-vesicle binding; 2C CD8+ T cell-vesicle binding, flow cytometry; stronger effect = lower value; calls only at 7 µM; 330,000 tested, 0.068% active; AID 2052;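 active means response, share of CD8 T cells binding vesicles, and their 90th percentile fluorescence all below set limits, cut at about 80% in these data, passing the limit was not always enough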
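Assay system: 2C TCR transgenic mouse naive CD8+ T cells, MACS-purified | Read-out: CD8+ gate FL2 mean fluorescence as % of same-row positive control | Signal: High-throughput flow cytometry with anti-B7-1 and anti-CD8 staining | Timing: Binding step 1.5 h, 37 °C, antibody labelling 20 min, ice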
NTR1 ag: agonists of NTR1, primary screen, imaging, U2OS cells, beta-arrestin-GFP, high content (AID 493036); NTR1-U2OS beta-arrestin-GFP spot imaging, agonist mode; activation, % at 20 µM; 330,000 tested, 0.17% active;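 active means activation at or above 40% of the spot to cytoplasm intensity ratio, with at least 20 cells analyzed; inconclusive means wells under 20 cells, flagged as cytotoxic or low count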;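 further: 0% = DMSO without peptide and 100% = 100 nM NTR1 peptide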
Target sequence (P30989 whole entry, looked up): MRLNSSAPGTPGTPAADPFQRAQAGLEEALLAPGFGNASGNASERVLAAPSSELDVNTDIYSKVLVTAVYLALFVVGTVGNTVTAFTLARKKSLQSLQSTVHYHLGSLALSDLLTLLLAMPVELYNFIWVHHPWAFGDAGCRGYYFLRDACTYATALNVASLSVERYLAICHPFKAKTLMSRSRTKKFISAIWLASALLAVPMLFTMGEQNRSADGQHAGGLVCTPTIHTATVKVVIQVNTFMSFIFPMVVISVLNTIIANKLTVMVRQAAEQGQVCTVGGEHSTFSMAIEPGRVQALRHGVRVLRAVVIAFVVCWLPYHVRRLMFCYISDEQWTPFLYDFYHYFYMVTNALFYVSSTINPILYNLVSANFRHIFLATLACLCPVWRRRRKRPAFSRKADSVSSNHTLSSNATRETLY
NOD1 inhibition: NOD1 signaling inhibitors, primary screen, cell-based, luminescence, uHTS (AID 1578). NOD1-driven NF-kB luciferase reporter cells, luminescence; higher % means a stronger effect. inhibition, % at 4 µM, or EC50 in µM where a hit was titrated. 290,000 tested, 1% active; in the data active means inhibition mostly above about 36%, no sharp cut-off; inactive means mostly below about 34%;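 further: HEK-293T reporter cells stimulated with the NOD1 agonist gamma-tri-DAP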
Myeloid diff MLP: compounds promoting myeloid differentiation | calls only at 10 µM | ER-HoxA9 myeloid progenitors, lysozyme-GFP differentiation, flow cytometry | 360,000 tested, 1% active | AID 624256;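 active means normalized GFP-positive differentiation at or above the plate's own cutoff, the solvent-only control mean plus 3 SD; inconclusive means no clear call, values can overlap the other calls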;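 further: cells exposed to compound for four days before flow analysis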
KOR beta-arrestin-2: KOR antagonists, beta-arrestin recruitment, cell-based, luminescence, uHTS (AID 1778). KOR beta-arrestin recruitment, luminescence, antagonist mode; higher % means a stronger effect. one-dose inhibition, % at 10 µM; IC50 in µM for titrated hits. 290,000 tested, 0.091% active; further: strong numbers were not always called active
GPR55 beta-arrestin: GPR55 agonists via beta-arrestin recruitment, primary screen, imaging, U2OS cells, beta-arrestin-GFP redistribution (AID 1961); U2OS GPR55 beta-arrestin-GFP redistribution imaging; higher % means a stronger effect; 290,000 tested, 0.048% active; activation, % at 10 µM, or EC50 in µM where a hit was titrated;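 active means activation above 40% with more than 50 cells counted in the well; inconclusive means wells holding fewer than 50 cells, flagged as toxic or sparse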;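 further: U2OS osteosarcoma cells stably expressing GPR55 and beta-arrestin-GFP; plate controls were DMSO negative control for no effect and LPI positive control for full effect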
GPR55 LPI antagonism: GPR55 antagonists blocking LPI-driven arrestin recruitment, primary screen, imaging, U2OS, beta-arrestin-GFP, LPI agonist (AID 2013); 290,000 tested, 0.13% active; U2OS GPR55 beta-arrestin-GFP translocation imaging, LPI antagonism; higher % means a stronger effect; one-dose inhibition, % at 10 µM; IC50 in µM for titrated hits;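 active means spots per cell inhibited over 60%, with over 100 cells counted and total cytoplasm intensity under 500,000; inconclusive means wells with under 100 cells, flagged as likely toxic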;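 further: U2OS cells stably carrying GPR55 and arrestin-GFP stimulated by 5 µM LPI near EC80; imaged beta-arrestin-GFP aggregate spots per cell after agonist stimulation; plate controls were LPI-stimulated DMSO wells for no effect and DMSO wells without LPI for full effect; some results filed as inactive read as strong as hits; confirmed hits need IC50 under 10 µM and bright autofluorescent wells are also inconclusive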
NOD2 inhibition: NOD2 signaling inhibitors, cell-based, luminescence, uHTS, HEK293 (AID 1566); inhibition, % at 4 µM; hits with a dose series show EC50 in µM; HEK293 NOD2/NF-kB luciferase reporter, luminescence; higher % means a stronger effect; 290,000 tested, 0.63% active; further: many of its hits are not listed in these tables
T cell HTS vesicle-bound %: further read-out of T cell HTS, marked with its call; double positive events, %; measured here: CD8+ vesicle-bound cell fraction;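 binding gate set so that unloaded-vesicle control wells show 10% double positive cells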
NTR1 ag cell count 20 µM: recorded beside NTR1 ag, whose call it bears; cell count; measured here: cell count, cytotoxicity flag
Myeloid diff MLP GFP+ MAC1+ %: second read-out of Myeloid diff MLP, no call of its own (marks repeat the call); GFP+ MAC1+ double positive, %; measured here: differentiation confirmed by MAC1 staining
Active calls of the source: *; i = inactive; u = inconclusive; x = not tested or not shown; + = active, no number; [ ] = dose if it differs, or a comment. Unless noted, no stated cut-off is given here; in the data, active means inhibition above about 50%; inactive means the rest. This is a subset. The share of hits here may be higher or lower than overall.

SMILES	KOR beta-arrestin-1	T cell HTS	T cell HTS vesicle-bound %	NTR1 ag	NTR1 ag cell count 20 µM	NOD1 inhibition	Myeloid diff MLP	Myeloid diff MLP GFP+ MAC1+ %	KOR beta-arrestin-2	GPR55 beta-arrestin	GPR55 LPI antagonism	NOD2 inhibition
Cc1ccc(C)c(OCC(O)CNC2CCCC2)c1 (configuration not stated)	1.5%	i	43	-0.5	77	-40%	i	0.4	-26%[20 µM]	-0.1%	4%	-6%
CC(=O)Nc1cc2c(cc1NC(=O)Cn1nc(-c3ccccc3)ccc1=O)OCCO2	-2.8%	i	12	-0.2	52	7%	i	0.3	10%	-0.1%	6%	-4%
Cc1ccc(S(=O)(=O)N2CCN(CC(=O)N/N=C/c3ccccc3OCC(=O)O)CC2)cc1	6.4%	i	51	-1.0	68	-8%	x	x	-23%	-0.2%	-13%	5%
C=CC[C@H]1CC(C)=C[C@H](CC=C)N1	-3.5%	i	41	-2.1	26	0%	i	0.4	13%	-0.3%	16%	10%
COC(=O)CC1COc2ccccc2N1C(=O)/C=C/c1ccccc1 (configuration not stated)	-5.0%	i	51	0.1	83	5%	i	0.6	10%	0.3%	9%	12%
Cc1cc(Nc2ccccc2)n(-c2ccc(Br)cc2)n1	0.3%	i	27	-0.7	30	-3%	i	0.6	-27%	0.0%	30%	14%
COC(=O)c1cnn(-c2nc(OC)cc(OC)n2)c1C	0.4%	i	45	-0.2	48	-20%	i	0.3	8%	0.0%	4%	-5%
CC(=O)NC(NC(C)=O)c1ccc(Br)cc1	7.8%	i	43	0.4	90	-21%	i	15	-14%	0.3%	-2%	-11%
COc1ccc(CCNC(=O)C/C(C)=N/NC(=O)C(c2ccccc2)c2ccccc2)cc1OC	8.1%	i	34	-0.5	53	1%	i	0.3	-27%	-0.3%	2%	-14%
Nc1c(C(=O)N2CCCCC2)sc2nc3c(cc12)CCCC3	-5.1%	i	26	-0.5	52	-72%	i	1.5	-14%	0.3%	-10%	-51%
Cc1ccc(N=Cc2c(O)n(C)c(=O)n(C)c2=O)nc1	-6.0%	i	34	-1.2	66	7%	i	0.6	-13%	-0.1%	3%	18%
O=C(NCCc1ccccc1)c1cc(S(=O)(=O)N2CCOCC2)ccc1F	1.5%	i	59	1.6	83	-15%	i	0.3	-11%	0.0%	-3%	-3%
O=C(CN1C(=O)c2ccccc2C1=O)N1CCN(c2nnc(-c3ccccc3)c3ccccc23)CC1	0.6%	i	49	0.8	67	x	i	1.0	-14%	-0.1%	4%	10%
O=C(NCCNC(=O)c1ccccn1)c1cccc(F)c1	-4.1%	i	3	1.0	46	-10%	i	0.2	-5%	-0.1%	0%	13%
O=C(/C=C/c1ccc(OCc2cccc(Cl)c2)cc1)N1CCOCC1	-1.2%	i	47	0.6	44	-35%	i	0.6	-27%	0.7%	3%	8%
Cc1ccc(-n2nc3c(c2NC(=O)c2ccc4c(c2)OCO4)CS(=O)C3)cc1 (configuration not stated)	-6.5%	i	40	-1.0	52	2%	i	1.3	22%	-0.1%	10%	13%
Cc1nc([N+](=O)[O-])cn1CC(=O)c1ccc(F)cc1	-3.8%	i	25	-0.1	88	-7%	i	0.6	17%	-0.1%	5%	10%
CCN(CC)c1ccc(NC(=O)CCCCCN2C(=O)c3ccccc3C2=O)cc1	4.5%	i	14	0.0	74	-1%	i	1.5	-9%	-0.1%	-9%	10%
CCOC(=O)C1CCN(C(=O)c2cccnc2)CC1	-6.0%	i	45	-0.2	70	-4%	i	1.3	13%	-0.2%	7%	17%
COc1ccc(-c2noc(CN3CCCCC3)n2)cc1OC	-0.1%	i	22	-1.2	72	-18%	i	0.5	-10%	-0.2%	-2%	-6%
C[C@H](NC(=O)c1nc[nH]c1C(=O)NCc1ccccc1)C(=O)OC(C)(C)C	0.6%	i	21	1.7	60	-20%	i	1.5	-37%	-0.1%	-2%	4%
COCCNC(=O)c1snc2ccc(Cl)cc12	1.4%	i	21	0.3	38	59%	i	3.0	-94%	-0.1%	-11%	-11%
CCCc1[nH]nc2c1C(c1cccnc1)C(C#N)=C(N)O2 (configuration not stated)	2.1%	i	35	1.1	22	-17%	i	0.4	-5%	-0.2%	9%	-22%
Cc1cc(=O)c2cc3nc(-c4cccnc4)oc3c(Br)c2o1	3.6%	+	5.9*	-0.1	106	2%	x	x	-5%	0.7%	10%	2%
CCOc1ccc(CN2C(=O)c3ccccc3C2C(=O)NCC2CCCO2)cc1 (configuration not stated)	-3.6%	i	51	-1.5	57	-32%	i	0.0	19%	0.4%	8%	15%
FC(F)(F)c1ccccc1N/N=C/c1cccnc1	-2.8%	i	36	-0.3	37	-37%	i	0.2	-8%	-0.2%	3%	-18%
Cc1cc(=O)oc2c3c(cc(OCC(=O)N[C@@H](Cc4ccccc4)C(=O)O)c12)OC(C)(C)CC3	-1.0%	i	46	2.3	95	-20%	i	1.6	-16%[20 µM]	0.4%	-1%	14%
CC1CCCN(C(=O)c2ccccc2OC2CCN(S(C)(=O)=O)CC2)C1 (configuration not stated)	x	i	34	0.8	49	-27%	i	0.4	-7%[20 µM]	-0.1%	2%	2%
Nc1nnn(CC(=O)N/N=C/c2ccccc2Cl)n1	2.6%	i	14	0.2	41	5%	i	0.3	-4%	-0.2%	-7%	8%
FC(F)(F)c1ccccc1-n1c(-c2cnccn2)n[nH]c1=S	-2.2%	i	17	-0.2	38	-2%	i	0.8	5%	0.2%	-11%	-3%
C=CCNC(=S)Nc1cccc2ccccc12	-1.9%	i	44	-0.5	58	-12%	i	3.1	-63%	-0.3%	-2%	-6%
CCOc1ccc2nc(N(CCCN(C)C)C(=O)c3ccc(S(=O)(=O)N4CCc5ccccc5C4)cc3)sc2c1	8.8%	i	4	10	38	-11%	i	0.3	-22%	-0.1%	u	3%
CC1CCN(c2ccc3nnc(CCC(=O)Nc4ccc(F)c(F)c4)n3n2)CC1	-5.7%	i	23	0.7	66	-4%	i	4.5	-15%	-0.1%	21%	39%
O=C(NC(Cc1ccccc1)C(=O)N1CCN(c2ccccn2)CC1)c1ccco1 (configuration not stated)	-2.5%	i	58	0.3	100	-28%	i	2.2	13%	0.4%	10%	-16%
COC(=O)c1cc(C(=O)OC)cc(N2C(=O)CN=C2Nc2nc(C)cc(C)n2)c1	-3.0%	i	9	1.5	57	3%	i	2.2	-21%	-0.4%	3%	5%
COc1ccc2c(c1)nc(SCC(O)c1ccccc1)n2C (configuration not stated)	x	i	43	0.6	63	-48%	i	1.2	-16%[20 µM]	-0.1%	-3%	-12%
C=CCSC(=S)NC1CCS(=O)(=O)C1 (configuration not stated)	6.1%	i	36	2.3	66	12%	i	0.8	-23%	0.1%	49%	13%
O=C(CN1CCC(c2nc3ccccc3[nH]2)CC1)NCc1ccc2c(c1)OCO2	12%	i	55	-1.9	55	-3%	i	6.6	-2%	0.6%	-1%	-13%
Cc1cc(C)n(-c2ccc(C(=O)OCC(=O)Nc3ccccc3[N+](=O)[O-])cc2)n1	-4.9%	i	8	0.9	61	8%	i	1.5	-6%	-0.1%	-5%	25%
Cn1c(Cn2c(=O)sc3ccccc32)nnc1SCC(=O)Nc1cccc(Cl)c1	-2.6%	i	56	1.1	62	-21%	i	1.1	50%	1.2%	9%	11%
Cc1ccc(NC(=O)CCN2C(=O)c3cccc4cccc(c34)C2=O)cc1	30%	i	44	2.0	97	11%	i	0.4	-73%	1.9%	-11%	4%
CC(=O)N1N=C(c2cccc([N+](=O)[O-])c2)OC1(C)c1cccs1 (configuration not stated)	-3.4%	i	16	-0.8	72	3%	i	0.6	-9%	0.0%	8%	5%
COc1ccc(N2C(=O)C3CCCN3C2c2cccc(OC)c2)cc1 (configuration not stated)	-5.3%	i	23	-2.0	63	-3%	i	1.2	35%	-0.1%	2%	-11%
CCOc1ccc(N(CC(=O)NC2CCCC2)C(=O)CSc2nnc(COc3ccccc3)o2)cc1	-4.1%	i	5	1.1	34	4%	i	6.8	-26%	-0.1%	18%	4%
Clc1ccc(C2=NNC(=NCC3CCCO3)SC2)cc1 (configuration not stated)	-5.9%	i	56	3.2	87	-22%	i	0.3	31%	0.2%	-3%	-27%
CN1C(=S)SC(/[N+]([O-])=C/c2cccnc2)C1(C)C (configuration not stated)	4.2%	i	46	0.7	79	-14%	i	1.3	12%	-0.3%	-5%	-11%
CN(CC(=O)Nc1cccc(F)c1)CC(=O)Nc1ccccc1Oc1ccccc1	-1.4%	i	10	1.1	42	2%	i	0.2	12%	0.0%	2%	-2%
COCC(=O)N1CCC(Oc2ccc(C(=O)NCc3cc(C)n(C)n3)cc2)CC1	-0.6%	i	16	0.9	75	-32%	i	5.2	16%	-0.1%	2%	9%
CCOC(=O)N1CCC(N2CCN(Cc3ccccc3)C(CCO)C2)CC1 (configuration not stated)	-6.5%	i	44	0.4	46	13%	i	0.7	7%	0.2%	2%	-18%
O=C(NCCCCNC(=O)c1ccc(Br)cc1)c1ccc(Br)cc1	-2.5%	i	51	-0.5	74	-1%	i	0.4	15%	0.0%	3%	10%
CC(C)NC(=O)CC1C(=O)N(Cc2ccccc2)C(C)c2nc3ccccc3n21 (configuration not stated)	x	i	54	2.3	85	-53%	i	0.1	x	0.3%	10%	4%
Cc1ccc(NC(=O)CNc2ccc(Cl)c(Cl)c2)cc1S(=O)(=O)N(C)C	6.5%	i	31	2.7	44	40%	i	0.1	-1%	-0.1%	10%	43%

Copied from the list.
`CCOc1ccc(N(CC(=O)NC2CCCC2)C(=O)CSc2nnc(COc3ccccc3)o2)cc1` – KOR beta-arrestin-2: -26%
`COCC(=O)N1CCC(Oc2ccc(C(=O)NCc3cc(C)n(C)n3)cc2)CC1` – KOR beta-arrestin-2: 16%

Screening results deposited in PubChem BioAssay by several laboratories.
